Compound activity from PubChem BioAssay.
HIV RNase H inh = HIV-1 RT RNase H inhibitors, primary screen, biochemical, fluorescence; actives 1.9% (n = 65,000); inhibition, % at 10 µM; AID 565, 2006; RT-RNase H RNA/DNA duplex cleavage; in the data active = inhibition above about 50%
RmlC RmlD mix = RmlC and RmlD coupled enzyme inhibitors, primary screen, biochemical, 384-well, compound mixtures, retest | RmlC/RmlD coupled enzyme inhibition, 384-well mixture HTS | inhibition, % at 5.5 µM | actives 0.39% (n = 110,000); in the data active = inhibition above about 30%, passing the limit was not always enough; inconclusive = no clear call, values can overlap the other calls; note: strong numbers were not always called active
Active calls of the source: *; u = inconclusive; x = no result given. Only part of the results is shown; count on the stated rates, not on these rows.

Second line of a record – HIV RNase H inh | RmlC RmlD mix
CCCC(C(=O)NCC1CCCO1)N(Cc1ccco1)C(=O)CNS(=O)(=O)c1ccc(F)cc1 (centres undefined)
→ -2 | 6
COc1ccc(/C=N\NC(=O)CCN2CCN(c3ccccc3)CC2)cc1OC
→ x | 1
O=C(OCCN1CCN(c2ncc(C(F)(F)F)cc2Cl)CC1)c1ccc(F)cc1
→ x | 14
COc1ccc2c(C)c(C(=O)NCC(C)O)oc2c1OC (centres undefined)
→ -9 | 25
Cc1noc(C)c1S(=O)(=O)N1CCC(Cc2ccccc2)CC1
→ 15 | -22
O=C(Nc1ccon1)c1cnc2sccn2c1=O
→ -13 | 2
CCOC(=O)Nc1ccc2c(c1)ncn2C1CCCCC1
→ -17 | -12
CN1CCN(c2nc(-c3ccccc3)cc(C(F)(F)F)n2)CC1
→ x | -8
COC(=O)c1cccc(NC(=O)CN2CCOCC2)c1
→ -1 | -2
COc1cccc(C(=O)OC2CCCN(C)C2)c1 (centres undefined)
→ 2 | 5
O=C(NCCc1ccccc1)c1nc2ncccn2n1
→ x | 10
COc1ccc(C2=NOC(C)(c3nnc(Cc4ccccc4)o3)C2)cc1 (centres undefined)
→ x | 27
OC(COCC1COc2ccccc2O1)CN1CCc2ccccc2C1 (centres undefined)
→ -7 | 19
O=C(NC(=O)c1ccc(Cl)c(Cl)c1)OC1CCS(=O)(=O)C1 (centres undefined)
→ 1 | 14
Cc1ccc(NC(=O)C2CCCN(S(=O)(=O)c3c(C)noc3/C=C/N(C)C)C2)cc1F (centres undefined)
→ -9 | 11
Cc1ccc(S(=O)(=O)NCc2nnc(SCC(=O)Nc3cccc(C)c3C)n2C)cc1
→ x | 4
COc1ccccc1C1CC(c2ccc(C)cc2)Nc2ncnn21 (centres undefined)
→ 1 | -8
Cc1ccnc(SCC(=O)N2CCN(c3ccccc3)CC2)n1
→ x | 9
CCc1ccc(NC(=O)CNC(=O)c2cn(-c3ccccc3OC)c(=O)c3ccccc23)cc1
→ x | -9
CCOC(=O)C1=C(C)N=C2SC(CC)C(=O)N2C1c1cccc(F)c1 (centres undefined)
→ -9 | -7
O=C(OCc1ccccc1)C1CCCN1C(=O)c1ccccc1[N+](=O)[O-] (centres undefined)
→ x | -11
COc1ccc2[nH]c3nc(SCC(=O)Nc4ccc5c(c4)OCO5)nnc3c2c1
→ x | 6
CCc1c(C)nc2ncnn2c1Nc1ccc(C#N)c(Cl)c1
→ -9 | -5
COc1cc(C(O)P(=O)(OCC(C)C)OCC(C)C)cc(OC)c1OC (centres undefined)
→ x | -13
Cc1ccc(-c2nnc(COc3cccc(-n4cnnn4)c3)o2)cc1
→ -9 | 6
COc1ccc([C@H]2/C=C\CN(S(=O)(=O)c3ccc4ccccc4c3)[C@@H](C)C(=O)N2Cc2ccc(F)cc2)cc1
→ x | -6
O=S(=O)(NC1=NCCCCC1)c1cccs1
→ -6 | -13
COc1ccc(C(=O)Nc2ccccc2-c2nnn(CC(=O)Nc3ccc4c(c3)OCCO4)n2)cc1
→ x | -8
CC(C)=CC(=O)O[C@H]1[C@@H]2[C@H](C)C(=O)O[C@@H]2C[C@@H](C)[C@@H]2[C@@H](O)CC(=O)[C@]21C
→ x | 8
CCOCC(=O)Nc1nc2ccccc2s1
→ x | 6
N#CC1=C(N)Oc2cc(O)ccc2C1C1CCCCC1 (centres undefined)
→ -27 | 7
O=C1CN=C(c2ccccc2)c2ccccc2N1Cc1ccc(C(F)(F)F)cc1
→ x | 7
COc1ccccc1C(=O)NCC(=O)OC(C)C(=O)NC(=O)NC1CCCCC1 (centres undefined)
→ x | -2
C=C1C(C(=O)N2CCOCC2)C1C(=O)N1CCOCC1 (centres undefined)
→ 1 | 0
CN1CCN(C(=O)c2cc3c(n(-c4ccccc4)c2=O)CC(C)(C)CC3=O)CC1
→ -9 | 31
Cc1cc(NS(=O)(=O)c2ccc(NC(=O)Nc3cccc(Cl)c3)cc2)no1
→ 1 | 12
CCOC(=O)c1c(C)[nH]c(C)c1C(=O)CN1C(=O)NC2(CCC(C)CC2)C1=O (centres undefined)
→ x | 14
CN(C)C(=O)CN1C(=O)C2CCCCN2C(=O)c2ccccc21 (centres undefined)
→ -9 | -5
CCOC(=O)c1ccc(N2C(=O)c3n[nH]c(C)c3C2c2ccccc2)cc1 (centres undefined)
→ 2 | -1
CC1C(C#N)=C(N)OC2=C1C(=O)CC(C)(C)C2 (centres undefined)
→ -1 | 10
COC(=O)c1ccccc1NC(=O)N1c2ccccc2CC1C (centres undefined)
→ -19 | -2
Nc1nonc1-c1nc2ccccc2n1Cc1ccc(Cl)cc1
→ -12 | -13
O=c1c2ccccc2nc(CSc2nnnn2-c2ccccc2)n1-c1cccc(C(F)(F)F)c1
→ x | 9
Cc1nn(-c2nc3ccccc3[nH]2)c(N)c1-c1ccccc1
→ 0 | -2
CSCCC(C(=O)NCc1cccs1)N1C(=O)c2ccccc2C1=O (centres undefined)
→ x | -133
Cn1nc(-c2ccc(Cl)cc2)nc2c(=O)n(C)c(=O)nc1-2
→ x | -86
CCOC(=O)N1CCN(C(=O)c2oc3ccc(S(=O)(=O)N4CCCCCC4)cc3c2C)CC1
→ x | -18
Cc1ccccc1-n1c(CSC(=N)N)nc2ccccc2c1=O
→ x | -2
CCN(CC)CCCNC(=O)c1cc2c(=O)n(C)c3ccccc3c2n1C
→ -4 | -6
CC(C)C(c1nnnn1Cc1ccccc1)N1CCN(Cc2ccc3c(c2)OCO3)CC1 (centres undefined)
→ 2 | 5

(cont.)
Second line of a record – HIV RNase H inh | RmlC RmlD mix
CCN(CC)c1ccc2cc(C(N)=O)c(=O)oc2c1
→ x | -1
CC(C)n1cnc2c(Nc3ccc(C(=O)O)cc3)nc(Cl)nc21
→ x | -6
COc1ccc(C2=CC(=O)OC3(CCCC3)O2)cc1
→ x | 6
COc1ccc(N2CCN(C(=O)CSc3ncnc4c3cnn4-c3ccc(OC)cc3)CC2)cc1
→ 54* | x
CCc1c(C)nc(N)n2c(SCC(=O)N3CCCc4ccccc43)nnc12
→ -7 | -9
CCOC(=O)C1CCN(Cc2coc3ccc(Cl)cc3c2=O)CC1
→ 3 | -6
Cc1ccc(NC(=O)COC(=O)c2ccc3c(c2)NC(=O)C2CCCN32)cc1 (centres undefined)
→ 22 | -11
CC(C)C(c1nnnn1C1CCCCC1)N1CCOCC1 (centres undefined)
→ 4 | 3
CCCc1[nH]nc2c1C(C1CCCCC1)C(C#N)=C(N)O2 (centres undefined)
→ -45 | -9
Cc1c(C(=O)OC(C)C)sc(NC(=O)c2cccnc2)c1C#N
→ x | -8
Cc1ccc2c(c1)c1ncnc(N3CCN(c4ccccc4)CC3)c1n2C
→ -23 | 23
Cn1c2c(c(=O)n(C)c1=O)C1c3ccccc3OCC1C(C)(C)O2 (centres undefined)
→ 0 | 5
O=C(CC(=O)NC1CCCCC1)N/N=C/c1ccc(Cl)cc1
→ x | -11
O=C(CSc1nnnn1-c1ccccc1)Nc1nsc(-c2ccc(Cl)cc2)n1
→ 65* | 6
COc1ccc(OC)c(NC(=O)CCN2CCCC(C)C2)c1 (centres undefined)
→ -11 | 14
CC1Cc2ccccc2N1C(=O)CSc1nnnn1C(C)C (centres undefined)
→ x | 14
CCOC(=O)C1CCN(C(=O)c2cc(S(=O)(=O)N3CCOCC3)c(Cl)cc2Cl)CC1
→ -10 | 3
CCCCS(=O)(=O)N1CN(S(=O)(=O)CCCC)C2NC(=O)NC21 (centres undefined)
→ -7 | 11
CCC(C)NS(=O)(=O)c1ccc(OCC(=O)N2CCC(C)CC2)cc1 (centres undefined)
→ x | -12
COc1cc(CSc2ncn[nH]2)c(OC)cc1CSc1ncn[nH]1
→ -1 | u
COc1ccccc1-c1nc(C(N)=O)c2[nH]c(=O)n(-c3cccc(C)c3)c2n1
→ -22 | -3
COc1cccc(OC)c1OCC(O)CN1CCN(c2ccccc2)CC1 (centres undefined)
→ -13 | -5
CCCCS/C(N)=N/N=C/c1ccccc1O
→ x | -8
COc1ccc(N(CC(O)CN2C(=O)NC(C)(C)C2=O)S(=O)(=O)c2ccc(C)cc2)cc1 (centres undefined)
→ x | -13
O=C(COc1ccccc1)N/N=C/c1cc2c(cc1[N+](=O)[O-])OCO2
→ x | 4
N#Cc1nc(COc2cccc(Cl)c2)oc1NCc1ccncc1
→ -82 | -9
Cc1occc1-c1nnc(SCC(=O)c2ccc(Cl)cc2)n1C
→ -2 | -9
O=C(CCC1CCCCC1)Nc1c[nH]c(=O)[nH]c1=O
→ -7 | -6
CC1CCCCN1CCCNC(=O)c1ccc2c(=O)n(CCc3ccccc3)c(=O)[nH]c2c1 (centres undefined)
→ x | 4
Nc1nc(-c2ccco2)nn1C(=O)c1ccccc1
→ x | -2

Random excerpt: 3 compounds from above.
Second line of a record – HIV RNase H inh | RmlC RmlD mix
O=C(CCC1CCCCC1)Nc1c[nH]c(=O)[nH]c1=O
→ -7 | -6
COc1cccc(OC)c1OCC(O)CN1CCN(c2ccccc2)CC1 (centres undefined)
→ -13 | -5
COc1ccccc1-c1nc(C(N)=O)c2[nH]c(=O)n(-c3cccc(C)c3)c2n1
→ -22 | -3

(more compounds)
Second line of a record – HIV RNase H inh | RmlC RmlD mix
O=c1[nH]c(=O)n(Cc2ccccc2)c(O)c1C=NCCN1CCNCC1
→ 9 | 8
N#CC1=C(N)Oc2cc3c(cc2C1c1ccc(Cl)cc1)OCO3 (centres undefined)
→ 55* | -14
Cc1nc2oc3c(NCC4CCCO4)ncnc3c2c2c1COC(C)(C)C2 (centres undefined)
→ -10 | 9
Cc1cccc(NC(=O)c2ccc(N(C)C3CCCCC3)c([N+](=O)[O-])c2)n1
→ x | -6
Cc1cc(-c2ccco2)n(CC(=O)NCCN(C)C)n1
→ -9 | -8
Cn1cc(CNC(=O)c2sc3cccc(Cl)c3c2Cl)cn1
→ x | 4
O=C1c2ccccc2C(=O)N1CC1CCCO1 (centres undefined)
→ x | -13
CCCCNc1cc(C(=O)O)cc(S(N)(=O)=O)c1Oc1ccccc1
→ -10 | -138
O=C(CCn1c(=O)oc2ccccc21)N1CCN(c2ccccc2F)CC1
→ -23 | 11
COC(=O)c1ccccc1NC(=O)c1cc(-c2ccc(OC)c(OC)c2)on1
→ 46 | x
Cc1c(C(=O)NCc2cccnc2)oc2ccc(S(=O)(=O)N3CCCC(C)C3)cc12 (centres undefined)
→ -16 | -5
CC(NC(=O)Cn1cnc2c1c(=O)n(C)c(=O)n2C)c1ccccc1 (centres undefined)
→ -11 | x
CCCC(c1nnnn1CS(=O)(=O)c1ccc(C)cc1)N1CCN(c2ccccc2)CC1 (centres undefined)
→ -2 | -14
O=c1cc(C(F)(F)F)oc2c1ccc1ccccc12
→ x | -24
COC(=O)c1sc2cnccc2c1N
→ -1 | 34*
O=C1c2ccccc2C(=O)N1CCSc1ncn[nH]1
→ x | -14
Cc1noc(C)c1CSc1nnc2scc(-c3ccc(Cl)cc3)n12
→ -16 | 4
CCOc1ccc(-c2nnn(CCC(=O)O)n2)cc1OC
→ 0 | 0
CN(CC(=O)NCCc1ccc(Cl)cc1)S(=O)(=O)c1ccc2c(c1)c(=O)n(C)c(=O)n2C
→ x | 7
CCOC(=O)c1cc(CC)sc1NC(=O)C1CC1
→ -5 | 23
C=CCc1cccc2cc(C(=O)N(CC)CC)c(=O)oc12
→ -15 | -6
COCCNC(=O)c1onc(CSc2cc(C)ccc2C)c1C(=O)O
→ x | -8
COc1cc(/C=N/NC(=O)c2ccncc2)ccc1OC(=O)c1ccc([N+](=O)[O-])cc1
→ x | 4
c1ccc(CSc2nnc(-c3ccco3)c(-c3ccco3)n2)cc1
→ 97* | 11
CCCN1CCC(=O)N(CCSc2ccc(OC)cc2)CC1
→ x | 2
Cc1cc(C)cc(NC(=O)Cn2c(=O)oc3cc(S(=O)(=O)N4CCC(C)CC4)ccc32)c1
→ x | -5
COc1ccc(S(=O)(=O)C(C#N)c2nc3ccccc3nc2N2CCC(C)CC2)cc1 (centres undefined)
→ 11 | -9
COc1ccc(CN2CCCCCC2)c(C)c1C
→ 0 | 2
COC(=O)CSc1nnc(-c2cccnc2)o1
→ x | -26
Cc1ccc(NC(=O)c2ccccc2OCC(=O)c2ccccc2)cc1
→ x | 10

One compound at a time, as listed above.
Cc1nn(-c2nc3ccccc3[nH]2)c(N)c1-c1ccccc1 in the list: HIV RNase H inh = 0; RmlC RmlD mix = -2
COc1ccc([C@H]2/C=C\CN(S(=O)(=O)c3ccc4ccccc4c3)[C@@H](C)C(=O)N2Cc2ccc(F)cc2)cc1 in the list: HIV RNase H inh = x; RmlC RmlD mix = -6

The list continues:
Second line of a record – HIV RNase H inh | RmlC RmlD mix
O=C(CSc1nnc(-c2cc3ccccc3cc2O)n1Cc1ccco1)N1CCc2ccccc2C1
→ x | -1
FC(F)(F)c1nc(-c2ccncc2)ncc1-c1nnnn1-c1ccccc1
→ x | -24
COc1ccc(C2=NOC(C(=O)NCCCn3ccnc3)C2)cc1 (centres undefined)
→ x | -7
Cc1ccccc1Cc1c(C)nc2nc(SCC(=O)N3CCC4(CC3)OCCO4)nn2c1C
→ x | 7
CCC(=O)N1CCN(c2c(Cl)cccc2[N+](=O)[O-])CC1
→ x | 8
CCS(=O)(=O)NCC(c1cccnc1)N1CCN(c2ccccc2OC)CC1 (centres undefined)
→ -7 | -27
CCn1c(SCC(=O)NNC(=O)c2ccc(C)cc2)nnc1-c1ccncc1
→ x | 8
CNC(=O)Nc1ccccc1NC(=O)NC
→ -4 | 4
CC(C)Nc1nc(Oc2ccc(Cl)cc2)cc(C(F)(F)F)n1
→ x | -1
COCCOC(=O)c1[nH]c2c(c1C)C(=O)CC(c1ccc(F)cc1)C2 (centres undefined)
→ -1 | -11

An excerpt from above in order of molar mass, largest number first.
Second line of a record – HIV RNase H inh | RmlC RmlD mix
O=C(CSc1nnc(-c2cc3ccccc3cc2O)n1Cc1ccco1)N1CCc2ccccc2C1
→ x | -1
Cc1ccccc1Cc1c(C)nc2nc(SCC(=O)N3CCC4(CC3)OCCO4)nn2c1C
→ x | 7
CC(C)Nc1nc(Oc2ccc(Cl)cc2)cc(C(F)(F)F)n1
→ x | -1
